14-3-3 Bad inh = inhibitors of 14-3-3 zeta/Bad binding, primary screen, biochemical, TR-FRET, bovine 14-3-3 zeta. 14-3-3 protein zeta/delta (Bos taurus), P63103. TR-FRET 14-3-3zeta/Dy647-pBad peptide displacement, 1 h. inhibition, % at 21.7 µM. 220,000 tested, 0.71% active;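 active = inhibition above about 70%, limit read from the data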;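 note: 0% = full 14-3-3 plus peptide FRET controls and 100% = background without 14-3-3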
Target sequence (P63103 whole entry, looked up): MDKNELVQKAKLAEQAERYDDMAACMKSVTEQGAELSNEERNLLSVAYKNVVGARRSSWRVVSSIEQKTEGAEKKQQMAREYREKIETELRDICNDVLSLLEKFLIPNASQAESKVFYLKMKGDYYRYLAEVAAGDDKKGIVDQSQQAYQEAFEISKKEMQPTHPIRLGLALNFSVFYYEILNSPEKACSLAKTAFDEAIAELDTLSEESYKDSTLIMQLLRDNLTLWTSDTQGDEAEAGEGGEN
NPY-Y1 antag = NPY-Y1 receptor antagonists, primary screen, cell-based. HEK293-CNG Y1 cells, membrane potential fluorescence; NPY at EC95, then isoproterenol. inhibition, % at 3.6 µM. 200,000 tested, 1% active. AID 1040, 2008;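 active = inhibition above the campaign mean inhibition of all tested compounds plus 3 SD, cut at about 20% in these data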;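 note: 0% = DMSO wells given NPY plus isoproterenol and 100% = isoproterenol alone without NPY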
Target sequence (P25929 whole entry, looked up): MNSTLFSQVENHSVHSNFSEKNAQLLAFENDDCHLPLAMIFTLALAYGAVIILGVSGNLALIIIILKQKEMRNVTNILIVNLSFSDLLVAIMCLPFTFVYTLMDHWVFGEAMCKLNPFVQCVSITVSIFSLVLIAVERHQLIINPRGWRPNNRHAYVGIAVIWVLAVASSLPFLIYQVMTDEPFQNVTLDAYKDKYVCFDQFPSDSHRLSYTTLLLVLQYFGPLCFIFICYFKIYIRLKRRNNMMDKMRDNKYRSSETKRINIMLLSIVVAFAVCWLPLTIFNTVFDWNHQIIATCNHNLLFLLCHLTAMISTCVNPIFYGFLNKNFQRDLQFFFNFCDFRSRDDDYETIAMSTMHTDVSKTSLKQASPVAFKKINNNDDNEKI
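material = HEK293 cells with Y1 receptor plus CNG channel | also added = NPY 25 nM then isoproterenol 1 µM plus Ro 20-1724 25 µM | schedule = dye 3 h, compound 60 min room temperature, stimulation 45 min | measured by = membrane potential fluorescence | benchmarks = high control isoproterenol alone, low control NPY with isoproterenol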
NPY-Y1 PAM-ag = NPY-Y1 receptor potentiators or agonists, primary screen, cell-based; NPY-Y1 expressing cells, potentiator/agonist activation; activation, % at 3.6 µM; 220,000 tested, 0.37% active; in the data active = activation above about 33%, passing the limit was not always enough;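 note: cells stimulated with NPY at EC10 then isoproterenol at EC100; 0% = low agonist plus stimulus and 100% = saturating agonist plus stimulus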
PGE2 EP2 inh = human EP2 receptor antagonists, primary screen, TR-FRET cAMP, C6 glioma cells. C6 glioma cells expressing human EP2; cells stimulated with saturating PGE2. AID 1422, 2008. 260,000 tested, 0.52% active. Prostaglandin E2 receptor EP2 subtype (Homo sapiens), P43116. inhibition, % at 25 µM;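 active = percent inhibition above 40 after rounding to a whole number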;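 note: rat C6 glioma host cells with rolipram phosphodiesterase inhibitor present; the protocol text gives 20 µM as final concentration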
Target sequence (P43116 whole entry, looked up): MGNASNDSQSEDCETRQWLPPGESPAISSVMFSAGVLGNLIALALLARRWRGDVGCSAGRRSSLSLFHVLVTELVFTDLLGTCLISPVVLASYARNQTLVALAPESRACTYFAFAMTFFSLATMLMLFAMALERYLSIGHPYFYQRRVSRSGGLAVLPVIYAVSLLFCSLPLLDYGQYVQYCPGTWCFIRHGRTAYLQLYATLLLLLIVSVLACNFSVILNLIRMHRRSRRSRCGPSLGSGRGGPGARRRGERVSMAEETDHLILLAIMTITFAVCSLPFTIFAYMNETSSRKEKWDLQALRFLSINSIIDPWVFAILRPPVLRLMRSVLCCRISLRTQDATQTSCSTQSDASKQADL
EP2 modulator = EP2 receptor modulators, cAMP readout, primary screen, cell-based, HTRF cAMP, PGE2 stimulation; induction, % at 25 µM; EP2-expressing cells, cAMP HTRF FRET, PGE2 co-stimulation; Prostaglandin E2 receptor EP2 subtype (Homo sapiens), P43116; AID 940, 2007; 260,000 tested, 0.83% active;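 active = compounds whose cAMP rise, as percent of the full-agonist control response, exceeds 60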;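 note: rat C6 glioma line stably carrying human EP2 under a CMV promoter; the protocol text gives 20 µM as final concentration; 100% = response of wells given 1 µM PGE2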
CHOP inhibitor = inhibitors of CHOP promoter induction, primary screen, cell-based, unfolded protein response, luciferase reporter | CHO-K1 CHOP-promoter luciferase, tunicamycin-induced, 15-18 h | inhibition, % at 10 µM | 220,000 tested, 3.8% active | AID 2732, 2010;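 active = compounds that reduced the stress-induced luciferase reporter signal by more than about 70% of percent inhibition, limit read from the data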;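 note: 0% = tunicamycin plus vehicle and 100% = wells without tunicamycin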
TRPN1 ag = zebrafish TRPN1 channel agonists, primary screen, cell-based, HEK293, calcium fluorescence. transient receptor potential cation channel N1 (TRPN1/NompC), Danio rerio. HEK293 zebrafish TRPN1-YFP, Fluo-8 calcium fluorescence; 100% = response to 87 µM carbachol. activation, % at 3 µM. 220,000 tested, 0.18% active;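 active = activation above its plate's cutoff, the mean activation of test wells on that plate plus 3 SD, cut at about 19% in these data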;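 note: 0% = DMSO alone and 100% = 87 µM carbachol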
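Control set: carbachol 87 µM as high control, DMSO as low control; system: HEK293 stable line with zebrafish TRPN1-YFP; read-out: % activation versus carbachol response; detection: intracellular calcium fluorescence with Fluo-8; doses: single test compound dose, 3 µM nominal, 0.3% DMSO; schedule: dye 1 h 37 °C plus 30 min RT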
TRPML3 ag = human TRPML3 channel agonists, primary screen, cell-based, HEK293 TRPML3-YFP, Fluo-8 calcium fluorescence, 3 µM; AID 1448, 2008; activation, % at 3 µM; 100% = the carbachol control signal; 220,000 tested, 0.29% active; Mucolipin-3 (Homo sapiens), Q8TDD5;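 active = activation above its plate's cutoff, the mean activation of the plate's test wells plus 3 SD, cut at about 12% in these data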;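 note: 0% = DMSO only wells and 100% = carbachol wells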
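Material: TRPML3-YFP stable HEK293 cells | Dosing: One concentration, 3 µM nominal, 0.3% DMSO | Timing: 125 s total fluorescence read per well | Technique: Fluo-8 calcium dye fluorescence, ex 470-495, em 515-575 nm | Measure: Percent activation from peak-to-basal fluorescence ratio, scaled between DMSO and carbachol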
PPC-1+TRAIL kill = compounds killing PPC-1 cancer cells with TRAIL present, primary screen, TRAIL potentiator project, ATPLite luminescence, uHTS. 220,000 tested, 0.41% active. PPC-1 cells + TRAIL, ATPLite viability luminescence. cell killing (% activity), % at 4 µM. AID 1443, 2008;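 active = cell killing above 50% in the first pass at 4 µM, then a duplicate retest at 5 µM averaging 50% or more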;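 note: plate controls were cells with TRAIL plus DMSO for no effect and medium-only wells lacking cells for full effect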
* = called active by the depositor; . = no result given; & = joins results of further samples; [ ] = remark or other dose. Not all compounds are listed; the hit share may differ from the screen's.

SMILES	14-3-3 Bad inh	NPY-Y1 antag	NPY-Y1 PAM-ag	PGE2 EP2 inh	EP2 modulator	CHOP inhibitor	TRPN1 ag	TRPML3 ag	PPC-1+TRAIL kill
CCOC(=O)N(NC(=O)C(O)(C(C)C)C(C)C)c1ccccc1	0	5	-17	8	7	14	-1.2	1.2	18
Cc1cc(C(=O)Nc2ccccc2)oc1C	-4	8	3	10&23	-7&5	-10	0.2	0.3	11
O=C(COc1ccc(Cl)cc1)N1CCN(C(=O)c2cccc(F)c2)CC1	20	-3	6	7	15	14	-1.0	0.7	39
C/C(CC(=O)Nc1cccc(C(F)(F)F)c1)=N\NC(=O)Cc1ccccc1	-9	-1	20	12	8	20	-0.7	-0.1	-2
Cc1ccc(NC(=O)N(CCCN2CCOCC2)Cc2cccs2)cc1C	0[fluorescence artefact?]	0	-10	13	16	8	-0.1	-0.3	-4
COC(=O)C1(CCSC)NC(c2ccccc2F)C2C(=O)N(c3ccc4c(c3)OCCO4)C(=O)C21 (configuration not stated)	-7	4	12	3	-19	9	-1.4	1.2	6
Cc1cccc(/C(N)=N/OC(=O)c2cccnc2)c1	-5	-1	-5	10	-21	-30	0.9	0.3	21
CC(C)(C)N1NC2(CCCCC2)NC1=S	-9	2	14	16	8	15	0.3	-0.3	-8
CCOc1ccccc1NC(=O)COn1nnc2ccc(Cl)cc21	-4	4	-13	7	5	21	-1.2	-1.3	22
O=C(NCC1CCCO1)C1CCC(=O)N1CCc1ccccc1 (configuration not stated)	1	1	33	18	29	26	0.5	0.6	30
COc1ccccc1CNC(=O)CN(C)CC(=O)Nc1cccc(F)c1	-1	4	5	13	35	55	1.7	0.1	-3
C(=N\Nc1nc(-c2cccnc2)nc2ccccc12)/c1ccccc1	2	.	14	13	-2	-6	-0.5	-0.6	21
CC/C(=N/NC(=O)c1ccc(Br)cc1)c1ccc(OCCN2CCOCC2)cc1	-6	-1	11	3	-16	24	1.2	1.2	12
Nc1cccc(NC(=O)c2cccs2)c1	6	9	-25	12	-20	-3	0.4	0.7	0
Cc1ccc(O)c(NC(=O)c2ccco2)c1	4	-1	13	9	3	26	-0.3	0.4	22
COC(=O)C(NC(=O)C(C)Oc1ccccc1)C(C)C (configuration not stated)	1	0	-3	3	7	10	0.2	0.0	6
COC(=O)Oc1c(Br)c(=O)oc2ccccc12	35	3	-8	30	11	85*	1.5	0.5	.
COc1ccc(NC(=O)CSc2nnc(Cn3cnc([N+](=O)[O-])n3)n2C)cc1	5	6	-13	7	-6	18	1.1	0.6	-3
COCCNC(=S)NC1CC2CCC(C1)N2Cc1ccccc1 (configuration not stated)	-2	0	6	5&8	-39&-6	9	-0.1	0.4	17
O=C(NC(=O)c1ccc(Cl)cc1)Nc1cc(N2CCCCC2)ncn1	.	8	3	.	.	.	-0.5	1.2	.
CC(=O)N(Cc1cc2c(C)cc(C)cc2[nH]c1=O)C1CCCCC1	18	2	-10	21	-42	22	12	3.6	8
O=C(Nc1nc(-c2ccccc2)ns1)c1cccs1	2	4	-7	11	-36	-26	3.0	2.4	-3
CC(C)N1CCc2c(sc(NC(=O)c3ccc(S(=O)(=O)N4CCOCC4)cc3)c2C#N)C1	6	-1	0	9	-6	-12	3.6	0.8	13
CCN(CC)C(=O)Cn1cnc2ccccc2c1=O	8	0	-3	9	11	15	-0.3	1.0	21
CCCNC(=O)CC1C(=O)N(Cc2ccccc2)C(C)c2nc3ccccc3n21 (configuration not stated)	-4	2	-39	7	2	16	-0.4	0.4	7
O=C(C1CCN(C2CC(=O)N(Cc3ccccc3)C2=O)CC1)N1CCCCCC1 (configuration not stated)	-9	2	-30	5	-15	-17	-0.7	0.8	6
CCOC(=O)C1(Cc2cccc(F)c2)CCN(Cc2ccon2)CC1	2	14	-9	6	0	8	-1.5	-0.3	-14
COc1cccc(NC(=S)NNC(=O)c2c([N+](=O)[O-])c(C)nn2C)c1	-8[fluorescence artefact?]	2	8	4	12	-34	3.6	0.6	-3
Cc1c(N/C=C/C(=O)c2cccs2)c(=O)n(-c2ccccc2)n1C	-2	5	-34	3	6	-17	-0.8	1.0	-5
O=C(CSc1ncnc2sc3c(c12)CCC3)Nc1ccccc1C(=O)O	7	.	2	7	59	11	1.9	0.7	3

Gathered by group, those above with a furan ring, fused or not (2)
SMILES	14-3-3 Bad inh	NPY-Y1 antag	NPY-Y1 PAM-ag	PGE2 EP2 inh	EP2 modulator	CHOP inhibitor	TRPN1 ag	TRPML3 ag	PPC-1+TRAIL kill
Cc1cc(C(=O)Nc2ccccc2)oc1C	-4	8	3	10&23	-7&5	-10	0.2	0.3	11
Cc1ccc(O)c(NC(=O)c2ccco2)c1	4	-1	13	9	3	26	-0.3	0.4	22

Next section
SMILES	14-3-3 Bad inh	NPY-Y1 antag	NPY-Y1 PAM-ag	PGE2 EP2 inh	EP2 modulator	CHOP inhibitor	TRPN1 ag	TRPML3 ag	PPC-1+TRAIL kill
Cc1nnc(NCCc2ccccc2)n(N)c1=O	-8	-6	8	7	4	-12	0.1	0.1	0
COc1ccccc1OC(=O)c1ccc2nsnc2c1	-1	5	-21	8	36	41	-0.8	-0.6	-8
S=c1nc(C2CC2)n(-c2ccccc2)[nH]1	-8	.	-3	5	-26	12	1.7	0.4	8
Cn1c(CN2CCCCC2)nc2cc(NC(=O)c3ccc(Cl)cc3)ccc21	-3	-1	27	8	-28	13	9.4	4.2	20
CCOC(=O)c1c(C)[nH]c(C)c1C(=O)CSc1nc(N)cc(N)n1	-4	1	3	.	-4	1	0.8	0.4	22
CC(C)C(NC(=O)c1ccc(Cl)cc1)C(=O)NC1=NCCS1 (configuration not stated)	-7	3	-13	16	-18	9	1.1	1.0	1
O=C(OCC(=O)N1CCN(C(=O)c2ccco2)CC1)c1cc(-c2ccc(F)cc2)nc2ccccc12	4	-4	-1	10	-23	34	3.7	0.5	22
CN(C)C(=O)c1ccccc1Sc1ccc(Cl)cc1Cl	-8	6	4	13	34	9	0.2	-0.8	30
COc1ccccc1C1C=C(c2ccc(Cl)cc2)Nc2nc(N3C(=O)CCC3=O)nn21 (configuration not stated)	0[fluorescence artefact?]	-2	6	9	16	6	-0.9	0.0	4
O=C(O)c1ccccc1NSc1ccccc1[N+](=O)[O-]	-7	16	-36	4	-32	15	0.9	-1.1	4
CCC(C)C(NC(=O)C(N)CC(C)C)C(=O)NC(CCC(=O)OCc1ccccc1)C(N)=O (configuration not stated)	21	-2	-13	14	-14	20	0.4	0.0	-13
Cc1ccc(NC2Sc3ccccc3NC2=O)cc1Cl (configuration not stated)	4	.	7	13	-44	6	-1.7	1.1	16
Cc1ccc(-n2nc3c(c2NC(=O)c2ccc4c(c2)OCO4)CSC3)c(C)c1	-1	16	-41	7	31	42	-0.7	0.2	13
COc1ccc(-c2cnc[nH]2)cc1	-11	9	4	8	-27	9	-0.1	0.2	23
Cc1ccc(-n2ncc3c(NCc4ccc5c(c4)OCO5)ncnc32)c(C)c1	-2	-4	-3	4	-11	41	2.7	5.9	.
O=S(=O)(NCC(c1cccnc1)N1CCN(c2ccc(F)cc2)CC1)c1cc(F)ccc1F (configuration not stated)	5	-3	-15	17	-9	17	-0.2	0.4	.
COCc1c(C(=O)OC)nnn1-c1ccccc1	-7	0	-9	3	9	-3	1.6	0.8	4
O=C(Nc1ccc(F)cc1F)NC1CC1	-14	-4	11	9	14	-21	0.4	1.0	-8
COc1ccc(OC)c(C2=NNC(=NCc3ccc4c(c3)OCO4)SC2)c1	6	-4	-13	8	-33	1	-2.1	-0.2	-3
CCOC(=O)C(=CNc1cccc(C)c1C)C(=O)OCC	-7	4	21	10	58	58	-2.3	-0.4	.
COc1ccc(S(=O)(=O)N2CCOCC2)cc1NC(=O)COC(=O)c1ccc(C)s1	-18	2	5	5	-4	10	1.9	1.0	9
CCc1ccccc1N(C)S(=O)(=O)c1ccc2[nH]cc(C(=O)N3CCc4ccccc43)c(=O)c2c1	4	14	-42	12	-7	4	2.3	1.1	4
CC(C)CNC(=S)NC(=O)c1csc([N+](=O)[O-])c1	-2	.	0	12	-36	-4	0.4	-0.5	11
O=C(Cn1cnc2c(nnn2-c2ccccc2)c1=O)NCCc1ccccc1	3	3	-16	8	-39	5	1.7	0.4	14
CC1=NN(c2nc(-c3ccc(C)cc3)cs2)C(=O)C1N=Nc1cccc(C)c1 (configuration not stated)	-2[fluorescence artefact?]	3	-5	5	-68	55	-0.4	1.0	-4
Nc1cc(=O)[nH]c(SCC(=O)NC2CCCc3ccccc32)n1 (configuration not stated)	17	.	3	6	11	-24	0.0	0.4	3
COC(=O)Cn1c(CCS(=O)(=O)c2ccc(C)cc2)nc2ccccc21	15	-2	9	6	-9	15	0.6	0.1	-5
N/C(=N\c1nc2ccccc2o1)NC(=O)c1cccc(Br)c1	-1	.	-16	17	-5	40	2.4	0.7	-6
CSc1ccc(S(=O)(=O)NC2CCCCCC2)cc1	-7	7	-13	11	-60	78*	-0.9	3.7	0[5 µM]
O=C(CN1CCC(NC(=O)c2ccco2)CC1)Nc1ccccc1[N+](=O)[O-]	-7	6	-13	5	-42	17	0.8	0.8	7
C/[N+]([O-])=C\C1C(=O)CC(C)(C)CC1=O	-2	3	-4	7	33	15	0.1	0.3	9
CCOC(=O)c1c(NC(=O)Cn2cnc([N+](=O)[O-])n2)sc(C)c1C	-2	-2	6	1	7	15	0.2	-0.1	12
Cc1nnc(SCc2nc3ccccc3s2)n1N	-22	2	3	4	22	-12	0.3	1.0	-10
CC1CCN(C(=O)C(Cc2ccccc2)NS(=O)(=O)c2ccc3c(c2)oc(=O)n3C)CC1 (configuration not stated)	6	3	4	14	-12	24	1.8	-0.1	26
COC(=O)Cc1cc(=O)n2[nH]cnc2n1	3	4	11	12	14	-17	-0.3	-0.5	34
FC(F)(F)c1cccnc1-n1cncn1	-1	.	4	19	9	8	0.8	0.7	0
COc1cc(/C=N/N=C(N)N)ccc1OCc1ccc(Cl)cc1	-3	3	-27	11	-37	78*	-3.0	0.2	12
Cc1ccc(NC(=O)c2cc(-c3cccc(O)c3)on2)cc1C	-4	-1	5	30	-19	86*	1.3	0.9	-5

From PubChem
